Vif imaging – HIV Vif self-association inhibitors, primary screen, imaging, HEK293T, single point. HEK293T cells, Vif self-association by quenched fluorescence, 24 h. inhibition, % at 7.49 µM. 340,000 compounds, 0.35% hits. AID 602346, 2012; in the data active means inhibition above about 50%, passing the limit was not always enough; inconclusive means no clear call, values can overlap the other calls; inactive means below about 31%; further: some results filed as inactive read as strong as hits
PDI inh – inhibitors of human PDI, primary screen, biochemical, turbidity, single point, plate reader | PDI insulin aggregation turbidity, A650, 90 min | 350,000 compounds, 0.052% hits | AID 588391, 2011 | inhibition, % at 10 µM | Protein disulfide-isomerase (Homo sapiens), P07237;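 active means mean inhibition across replicates of 30% or more, whatever share of single replicates reach that level; inconclusive means mean inhibition below 30% while every single replicate reaches 30%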;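 further: absorbance from insulin aggregation driven by PDI reduction with DTT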
ABCB6 inh 2 – ABCB6 transporter inhibitors, primary screen, K562-ABCB6 cells, flow cytometry, MLPCN library; AID 602162, 2011; 360,000 compounds, 0.19% hits; ATP-binding cassette sub-family B member 6 (Homo sapiens), Q9NP58; K562-ABCB6 porphyrin accumulation, 1 h; hits give low values; fluorescence ratio to DMSO, % at 10 µM;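 active means fluorescence ratio to DMSO below 75%, the collection mean minus 3 SD; inconclusive means too few cells collected in the well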;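 further: signal is porphyrin accumulated inside mitochondria; 100% equals median channel fluorescence of DMSO control wells; lower ratio means ABCB6 inhibition with less porphyrin fluorescence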
Target sequence (Q9NP58 whole entry, looked up): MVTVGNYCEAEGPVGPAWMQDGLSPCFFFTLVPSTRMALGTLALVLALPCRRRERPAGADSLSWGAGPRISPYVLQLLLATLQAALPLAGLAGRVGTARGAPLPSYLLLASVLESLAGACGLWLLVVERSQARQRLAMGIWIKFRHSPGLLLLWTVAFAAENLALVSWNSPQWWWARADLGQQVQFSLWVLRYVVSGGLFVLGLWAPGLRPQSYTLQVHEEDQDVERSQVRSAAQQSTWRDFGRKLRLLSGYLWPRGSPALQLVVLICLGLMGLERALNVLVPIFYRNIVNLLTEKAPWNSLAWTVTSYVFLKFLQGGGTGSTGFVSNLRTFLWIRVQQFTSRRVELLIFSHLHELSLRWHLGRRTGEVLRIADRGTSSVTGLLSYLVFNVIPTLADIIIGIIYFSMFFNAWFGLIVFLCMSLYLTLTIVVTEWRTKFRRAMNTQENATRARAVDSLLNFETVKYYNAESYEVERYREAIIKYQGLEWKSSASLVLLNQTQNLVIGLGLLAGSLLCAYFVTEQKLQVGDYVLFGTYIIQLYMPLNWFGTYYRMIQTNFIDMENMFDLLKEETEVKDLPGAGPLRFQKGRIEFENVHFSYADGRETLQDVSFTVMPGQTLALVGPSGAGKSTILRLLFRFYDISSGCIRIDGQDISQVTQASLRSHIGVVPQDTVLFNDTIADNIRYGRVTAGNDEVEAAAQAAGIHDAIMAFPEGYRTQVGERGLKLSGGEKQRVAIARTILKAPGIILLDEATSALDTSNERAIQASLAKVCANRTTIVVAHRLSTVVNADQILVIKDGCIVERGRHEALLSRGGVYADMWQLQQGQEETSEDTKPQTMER
N-glyco inh – increase of ERlucT glycosylation luciferase signal, primary screen, N-linked glycosylation inhibitor project, D54 ERlucT cells, luminescence, set 2. D54 ERlucT glycosylation luciferase reporter, 24 h; percent of 100 nM tunicamycin response. AID 588692, 2011. 360,000 compounds, 0.23% hits. reporter increase, % at 12.5 µM;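 active means mean luciferase reporter signal, scaled so untreated is 0 and the glycosylation-blocking control 100, at or above a set limit in every replicate; inconclusive means mean reaches the limit but not every replicate does; inactive means mean below the limit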;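 further: luciferase carries N-glycosylation sites so blocking glycosylation raises the light; 0% = median of neutral control wells and 100% = median of 100 nM tunicamycin wells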
aDG glyco up – activators of alpha-DG glycosylation, primary screen, uHTS, Pro5-aDG cells, AlphaScreen | alpha-DG glycosylation AlphaScreen (IIH6); 0% Pro5, 100% B10-LARGE cell signal | activation, % at 10 µM | 360,000 compounds, 0.22% hits;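 active means activation of at least 8% versus controls, or a plate z-score of at least 8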;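 further: Pro5 are CHO cells carrying HIG-tagged alpha-DG that lacks glycosylation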
hiPSC survival – enhancers of single-cell hiPSC survival, primary screen, ATPlite luminescence; AID 602274, 2012; 360,000 compounds, 0.044% hits; 100% = ROCK inhibitor wells, 0% = DMSO; survival enhancement, % at 20 µM; in the data active means survival enhancement above about 18%;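 further: cells exposed to compounds for 16 hours before the ATP read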
m5-HT2A agonist – mouse Htr2a agonists via beta-arrestin recruitment, primary screen, cell-based, luminescence. 5-hydroxytryptamine receptor 2A (Mus musculus), P35363. CHO-K1 mHTR2A beta-arrestin complementation; percent of 30 µM serotonin response. activation, % at 7.6 µM. 360,000 compounds, 0.66% hits;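 active means activation above a run cutoff, the mean activation of all tested compounds plus 3 SD, cut at about 14% in these data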;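 further: 0% = plate median of compound wells and 100% = 30 µM serotonin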
CaV13 FRET inh – Disruptors of the CACNA1D IQ motif to Ca2+-dependent inactivation inhibitor domain association, primary screening, Förster resonance energy transfer in intact living … | HEK cells, CFP/YFP FRET ICDI-IQ, plate reader, 10 min; percent FRET-ratio fall versus neutral wells | inhibition, % at 12.3 µM | 340,000 compounds, 0.098% hits | AID 743397;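 active means mean replicate inhibition of at least 30% and at least 1% of replicates passing that level; inconclusive means only one of the two criteria is met; inactive means neither criterion is met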;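 further: 0% = median of the neutral control wells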
Granule exo inh – LAMP-1 surface exposure blockers, TALL-104 cells – cell-based, flow cytometry, MLPCN library, primary screen; 360,000 compounds, 0.66% hits; TALL-104 LAMP-1 surface exposure; cells stimulated with thapsigargin and PMA; inhibition, % at 10 µM;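 active means inhibition above about 55%, limit read from the data; inconclusive means no clear call, values can overlap the other calls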
H9c2 protect – cardioprotection against H2O2-induced cell death, primary screen, uHTS, H9c2 cells, ATPLite luminescence. H9c2 cardiomyocytes, H2O2 injury protection, 2 h. protection from H2O2 cell death, % at 20 µM. 360,000 compounds, 0.63% hits;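 active means compounds giving at least 50% protection of heart cells from peroxide-induced death in the single-dose screen, raw or plate-pattern-corrected value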;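 further: 0% = DMSO wells with peroxide and 100% = DMSO wells without peroxide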
Active calls of the source: *; ? = inconclusive; nt = not tested or not shown.

entry	SMILES	Vif imaging	PDI inh	ABCB6 inh 2	N-glyco inh	aDG glyco up	hiPSC survival	m5-HT2A agonist	CaV13 FRET inh	Granule exo inh	H9c2 protect
1	Cn1cc(Cl)c(C(=O)OCC(=O)Nc2cccc(Cl)c2)n1	-1	0	101	1	-0.1	5.0	11	-2	-9	1
2	C[C@@H]1CN(S(=O)C(C)(C)C)[C@@H](CCO)/C1=C\c1ccccc1 (some centres not stated)	nt	-1	95	0	0.4	5.6	5	-9	-3	5
3	CCc1ccccc1NC(=S)NCC1CCN(c2ccc(OC)cc2)C1 (configuration not stated)	-3	1	101	-2	-0.1	-0.9	-5	6	3	4
4	CN(CC(=O)Nc1ccccc1Br)C(=O)c1ccncc1	-3	-2	99	-1	0.1	0.0	2	-6	10	7
5	CCCCn1c(N)c(N(CC(C)C)C(=O)C2CC(=O)N(c3ccc(CC)cc3)C2)c(=O)[nH]c1=O (configuration not stated)	-4	-2	102	1	-0.1	-0.4	2	-2	-1	1
6	CC(NC(=O)CNC(=O)c1cccc(Cl)c1)c1ccccc1 (configuration not stated)	-13	1	98	0	1.0	1.4	-1	-3	-1	0
7	COC(=O)c1cccc(S(=O)(=O)N2CCC(NC(=O)Nc3cccc(F)c3)CC2)c1	-7	3	76	-3	0.4	-2.0	0	-3	-4	-7
8	COc1cc(NC(=O)c2sc(C)nc2C)c(OC)cc1NC(=O)c1ccccc1	-12	-11	99	3	-0.1	0.4	1	-19	-3	48
9	COc1ccc(CC(=O)OCc2csc(CC(=O)Nc3ccc(C)cc3)n2)cc1	-2	0	101	1	-0.1	0.7	-6	-6	4	-7
10	O=C(CSC1=NCCN1)NC1CCCCCC1	7	10	106	2	0.0	17	-4	-3	8	8
11	Cc1cccc(C(=O)Nc2cccc(C(=O)NC3CCCC3)c2)c1	-12	-2	101	-2	0.8	0.2	3	-6	-4	-8
12	CN(C(=O)COC(=O)C1CCN(S(=O)(=O)c2ccc3c(c2)OCCO3)CC1)C1CCCCC1	-4	6	103	5	-0.1	4.1	-8	-7	-2	2
13	COCCNC(=O)c1onc(CSc2cccc(OC)c2)c1C(=O)NCCOC	-2	2	103	2	0.0	1.0	1	-10	-8	0
14	O=C(O)c1ccccc1C(=O)NCCCCCCNC(=O)c1ccccc1C(=O)O	-15	9	89	-1	-0.1	-0.1	-2	-20	-5	0
15	COc1cc(NC(=O)C2CC(=O)NC3=C2C(=O)CCC3)c(OC)cc1Cl (configuration not stated)	-12	-3	103	7	0.0	5.7	-2	-7	-2	-1
16	COC1OC2COC(c3ccccc3)OC2C(O)C1NC(=O)c1ccccc1 (configuration not stated)	-7	-10	93	-1	0.1	-0.9	1	-6	-3	1
17	Cc1nnc(SC(C)C(=O)NCC2CCCO2)n1-c1ccccc1 (configuration not stated)	?	-2	101	1	-0.1	1.9	1	-5	-2	-2
18	S=c1[nH]nc(CSc2nc3ccccc3s2)n1Cc1ccccc1	-6	7	99	-2	0.5	-3.1	-4	-6	0	5
19	COc1cc(CCC(=O)OCC(=O)Nc2ccc3c(c2)OCO3)cc(OC)c1OC	23	11	97	1	-0.2	0.3	3	-5	4	-8
20	CC(C(=O)NCc1ccccc1)n1c(-c2ccc3c(c2)CCO3)nc2ccccc21 (configuration not stated)	nt	nt	nt	nt	-0.1	nt	-1	-10	-1	nt
21	Cn1cc(-c2cccc3nncn23)cn1	0	5	93	1	-0.3	0.8	2	-5	14	19
22	COc1cc(C(O)c2nc(-c3cc4ccccc4o3)cs2)ccc1F (configuration not stated)	-13	5	95	-1	0.2	-2.4	13	-10	5	-10
23	O=C(CCc1nc2ccccc2c(=O)[nH]1)Nc1ccccc1N1CCCC1	-1	12	105	-1	-0.3	1.1	4	-6	2	22
24	CCCc1cc(=O)[nH]c(SCC(=O)N(CC)C2CCS(=O)(=O)C2)n1 (configuration not stated)	-2	11	104	1	0.1	0.0	0	nt	-1	8
25	O=C1CSC(c2cn(-c3ccccc3)nc2-c2cc3ccccc3oc2=O)N1Cc1ccco1 (configuration not stated)	4	-1	91	6	-0.3	-0.8	-9	-4	-5	19
26	O=C(COc1ccc(Br)cc1)NCCN1CCCC1	-25	3	101	0	0.1	-0.5	0	-2	-11	3
27	CC1CN(c2nnc(-c3ccccc3)c3ccccc23)CC(C)O1 (configuration not stated)	-2	1	96	-4	0.6	1.2	0	?	-3	9
28	CSc1nsc(SCC(=O)Nc2ccc(NC(C)=O)cc2)n1	8	11	97	2	-0.1	0.0	-3	-17	-6	-5
29	Cc1ccc(Cn2c(SCC(=O)NCC3CCCO3)nc3c(sc4ccccc43)c2=O)cc1 (configuration not stated)	-5	0	97	-1	0.0	-2.4	-2	-6	4	0
30	CC(OC(=O)COc1cccc2c1OC(C)(C)C2)C(=O)Nc1ccc(S(N)(=O)=O)cc1 (configuration not stated)	4	-14	97	2	0.3	-0.6	2	-14	-3	-6

In a second layout: results already given
Order of values – Vif imaging, PDI inh, ABCB6 inh 2, N-glyco inh, aDG glyco up, hiPSC survival, m5-HT2A agonist, CaV13 FRET inh, Granule exo inh, H9c2 protect
12: CN(C(=O)COC(=O)C1CCN(S(=O)(=O)c2ccc3c(c2)OCCO3)CC1)C1CCCCC1
    -4, 6, 103, 5, -0.1, 4.1, -8, -7, -2, 2
16: COC1OC2COC(c3ccccc3)OC2C(O)C1NC(=O)c1ccccc1 (configuration not stated)
    -7, -10, 93, -1, 0.1, -0.9, 1, -6, -3, 1
28: CSc1nsc(SCC(=O)Nc2ccc(NC(C)=O)cc2)n1
    8, 11, 97, 2, -0.1, 0.0, -3, -17, -6, -5
1: Cn1cc(Cl)c(C(=O)OCC(=O)Nc2cccc(Cl)c2)n1
    -1, 0, 101, 1, -0.1, 5.0, 11, -2, -9, 1
26: O=C(COc1ccc(Br)cc1)NCCN1CCCC1
    -25, 3, 101, 0, 0.1, -0.5, 0, -2, -11, 3

Values by screen from the entries so far.
Nos. 10 to 15 in PDI inh, in turn: 10, -2, 6, 2, 9, -3
Nos. 10 to 15 in CaV13 FRET inh, in turn: -3, -6, -7, -10, -20, -7
Nos. 10 to 15 in ABCB6 inh 2, in turn: 106, 101, 103, 103, 89, 103

Some entries already given with just aDG glyco up, PDI inh and ABCB6 inh 2.
# | canonical_smiles | aDG glyco up | PDI inh | ABCB6 inh 2
18 | S=c1[nH]nc(CSc2nc3ccccc3s2)n1Cc1ccccc1 | 0.5 | 7 | 99
19 | COc1cc(CCC(=O)OCC(=O)Nc2ccc3c(c2)OCO3)cc(OC)c1OC | -0.2 | 11 | 97
20 | CC(C(=O)NCc1ccccc1)n1c(-c2ccc3c(c2)CCO3)nc2ccccc21 (configuration not stated) | -0.1 | nt | nt

Going on with the list.
entry	SMILES	Vif imaging	PDI inh	ABCB6 inh 2	N-glyco inh	aDG glyco up	hiPSC survival	m5-HT2A agonist	CaV13 FRET inh	Granule exo inh	H9c2 protect
31	COc1cccc(C(=O)Nn2cnnc2)c1	2	0	102	5	0.1	-1.2	1	-6	1	2
32	CCCn1c(SCC(=O)N2CCCC2)nc2c1c(=O)n(C)c(=O)n2C	-13	-3	79	0	0.5	2.2	-1	-6	-1	8
33	Oc1ccccc1Nc1ccccn1	-1	7	94	3	0.1	-0.5	-2	-5	7	7
34	O=C(Nc1ccc2c3c(cccc13)CC2)c1cccc([N+](=O)[O-])c1	0	-4	97	2	0.4	0.4	6	-3	2	-1
35	COc1c(C)cc(Br)cc1C(=O)NC(=S)Nc1ccc(Cl)c(C(=O)O)c1	1	1	101	1	-0.4	-0.7	1	-1	3	-1
36	O=C(NC(c1ccccc1)C(Cl)Cl)c1ccccc1 (configuration not stated)	-1	2	97	2	0.3	-1.2	5	-2	-6	6
37	Fc1ccc(CN2CC[C@H]3C=CCc4cccc(c43)C2)cc1	-11	-7	108	0	-0.2	-1.3	0	-5	2	30
38	Cc1cccnc1NC(=O)c1ccco1	9	-5	96	2	-0.1	-0.4	5	-7	4	-1
39	O=C(NCC1CCCO1)c1nc2c(nnn2Cc2ccc(F)cc2)c(=O)[nH]1 (configuration not stated)	-2	-5	98	2	0.1	0.0	-1	-8	0	12
40	COc1ccc(N)cc1-n1cnnn1	-8	5	93	1	0.2	1.1	-5	3	3	4
41	Cc1cc2cc(C)c3nnc(SCC(=O)NCc4ccco4)n3c2cc1C	1	-3	100	3	0.2	3.6	12	-10	-2	17
42	COc1ccc2oc(C(=O)OCC(=O)N(Cc3ccccc3)C(C)C)c(C)c2c1	-4	13	91	-1	0.1	-0.4	11	-5	1	3
43	CCN1CCN(c2nc3c(C)cccn3c(=O)c2/C=C(\C#N)C(=O)NCCOC)CC1	7	3	98	2	0.1	0.2	-3	-12	6	4
44	CCN1CCN(CCNC(=O)c2cc(Cl)c(NC(=O)C3=C(C)OCCS3)cc2OC)CC1	-5	2	95	-4	0.0	-0.5	4	-7	4	6
45	Cc1cc(=O)[nH]c(SCC(=O)N2CCCC2)n1	7	0	98	0	-0.2	0.0	4	-6	2	8
46	O=C(Cc1ccccc1)N/N=C/c1cc(Br)cc(Cl)c1O	3	-10	96	-4	1.0	1.6	-1	-5	-4	26

Bioassay records from PubChem BioAssay.
